TAG inh = inhibitors of triacylglycerol accumulation, primary screen, cell-based, uHTS, fluorescence, H9c2. H9c2 cells, Nile Red lipid (TAG) fluorescence; cells loaded with 200 µM oleic acid. inhibition, % at 12.5 µM. 0.66% of 230,000 active. AID 651582, 2012;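 active means pattern-corrected inhibition of lipid staining of at least 50% with the nuclear-stain viability signal not falling by more than 50%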;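 further: 0% = DMSO wells and 100% = triacsin C control wells; some results filed as inactive read as strong as hits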
TAG inh DAPI viability = recorded beside TAG inh, whose call it bears; DAPI nuclei signal change (viability), lower = more cytotoxic, %;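 whole-well DAPI fluorescence read on a plate reader as a viability signal; minus 50 percent equals half of cells still viable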
Active calls of the source: *. This is a subset. The share of hits here may be higher or lower than overall.

Results follow in this order: TAG inh	TAG inh DAPI viability
O=C(CSc1n[nH]c(-c2ccncc2)n1)Nc1ccccc1Cl
    -4	0
O=C1CCC[C@@H]2Cc3nc4ccc(Cl)cc4cc3[C@@H]3CCN1[C@H]23
    16	10
COc1cccc(C(c2sc3ncnn3c2O)N2CCc3ccccc3C2)c1 (stereo not given)
    -4	-6
O=C(COc1cccc(C(F)(F)F)c1)NNC(=O)c1ccc(=O)[nH]c1
    -15	1
O=C1C=C(c2ccccc2)C(c2ccccc2)C1O (stereo not given)
    -9	3
Cc1ccnc2nc(C(=O)OCC(=O)N(Cc3ccccc3)C(C)(C)C)nn12
    4	-1
Cn1c(=O)c([N+](=O)[O-])c(NCc2ccc3c(c2)OCO3)c2ccccc21
    -11	-8
COc1ccccc1C(=O)C1CCCN(C(=O)c2cccc(Cn3cccn3)c2)C1 (stereo not given)
    -28	-5
O=c1c(Br)c(N2CCCCC2)cnn1-c1ccccc1
    10	-9
Cc1ccc(C2(c3ccc(C)cc3)CC2C(=O)NCc2cccnc2)cc1 (stereo not given)
    3	2
O=C(N/N=C1\CCCc2ccccc21)c1ccc([N+](=O)[O-])cc1Cl
    -1	-6
Cc1onc(-c2c(Cl)cccc2Cl)c1C(=O)NC(=S)N1CCOCC1
    -6	4
CCN(CC(=O)Nc1ccc(NC(C)=O)cc1)C(=O)/C=C/c1cn(-c2ccccc2)nc1-c1ccc(C)cc1
    24	-12
C=CCN(c1ccccc1)S(=O)(=O)c1cccc(C(=O)NCc2ccco2)c1
    -10	-1
O=C(COC(=O)/C=C/c1ccco1)Nc1ccccc1
    2	-8

Going on with the list.
Results follow in this order: TAG inh	TAG inh DAPI viability
Cc1cc(C(=O)CN2C(=O)C(=O)N(C3CCCC3)C2=O)c(C)n1-c1ccc(F)cc1
    13	-13
CCN(C[C@H]1N[C@@](CC)(C(=O)OC)[C@H]2C(=O)N(C)C(=O)[C@@H]12)C(=O)c1ccccc1
    -8	10
Cc1cc(SCC(=O)N(C)C2CCS(=O)(=O)C2)nc2c(C)cccc12 (stereo not given)
    1	-10
CC(=O)Nc1ccc(NC(=S)NC(=O)c2cc3ccccc3o2)cc1
    -17	0
Nc1cc2c(cc1Cl)-c1ccccc1C2=NO
    1	6
C/C=C(/C)C(=O)O[C@@H]1c2c(ccc3ccc(=O)oc23)O[C@@H]1C(C)(C)OC(C)=O
    15	-3
CC(C)c1nc2ccc(Br)cn2c1NC1CCCC1
    -3	-2
CC1CCN(CCC(=O)Nc2nccs2)CC1
    -5	6
Cc1c(C(=O)NCc2ccc(Cl)c(Cl)c2)sc(=O)n1Cc1ccc(S(C)(=O)=O)cc1
    2	-4
O=C1CCCN2N=C(SCC(=O)N3CCCCC3)SC2=N1
    -1	-5
CCc1cc2cc(OC)ccc2nc1SCC(=O)Nc1cc(OC)c(OC)cc1C(=O)O
    4	14
Cn1nnnc1SCC(=O)Nc1ccccc1-c1ccccc1
    2	-10
N#Cc1c2n(c3c(=O)[nH]cnc13)CCCC2
    12	8
CCc1cccc(C)c1NC(=O)COC(=O)C1CC(=O)N(CCc2ccc(OC)c(OC)c2)C1 (stereo not given)
    11	-2
CCCCn1c(N)c(N(CCOC)C(=O)CN2C(=O)NC3(CC(C)CC(C)(C)C3)C2=O)c(=O)[nH]c1=O (stereo not given)
    7	1

Additional results.
Results follow in this order: TAG inh	TAG inh DAPI viability
CCN1C(=O)CC(NC2CCN(C(=O)c3ccc(F)cc3)CC2)C1=O (stereo not given)
    8	1
CCOC(=O)c1cnc(C(C)(C)C)[nH]c1=O
    -8	7
CC1(C)CC(=O)C=C(N2CCNCC2)C1
    -9	25
Cc1ccc(C(NC(=O)C2CCN(Cc3ccc(Oc4ccccc4)cc3)CC2)c2ccccn2)cc1 (stereo not given)
    -24	11
CCCN=C1N(CC)C[C@@H]2[C@@H]3C(=O)N(C)C(=O)[C@@H]3[C@](CC)(C(=O)OC)N12
    0	5
CCCCNC(=S)N1CCC(Cc2ccccc2)CC1
    -4	3
CC(Nc1nc(-c2ccc(Cl)cc2)cs1)c1nc2cc(Cl)c(N3CCCCC3)cc2n1CCOCCO (stereo not given)
    6	5
O=C(NNC(=O)c1ccccc1O)c1ccc(-c2ccc([N+](=O)[O-])cc2)o1
    -1	-10
CC(=O)N1CCc2cc(S(=O)(=O)CCC(=O)Nc3cccc(F)c3)ccc21
    5	-7
CN(C(=O)CCc1nc(-c2ccccc2F)no1)c1ccccc1
    -6	10
CCOC(=O)CC(NC(=O)c1ccco1)c1ccccc1Cl (stereo not given)
    -9	5
O=[n+]1cc(-c2cc3ccccc3o2)n([O-])c2c1CCCC2
    -24	3
O=C(CCSc1nnnn1-c1ccccc1)N1CCOCC1
    8	-2
NC(=O)C1CCN(C(=O)CNC(=O)c2ccc(F)cc2)CC1
    -1	-5
COc1ccccc1NC(=O)CCC(=O)N(Cc1ccc(OC)c(OC)c1)c1nccs1
    19	-10

Next structures:
Results follow in this order: TAG inh	TAG inh DAPI viability
O=C(CC1Oc2ccccc2NC1=O)NCCCN1CCN(C2CCCCC2)CC1 (stereo not given)
    -6	4
NC12CC3CC(C1)CC(CC(=O)O)(C3)C2
    -3	-9
C=CCNC(=O)/C(C#N)=C/c1cc(Br)ccc1OC
    6	-8
O=C(CCC(=O)NC1CCCCC1)N/N=C/c1ccncc1
    -33	5
CC1(C(=O)NS(=O)(=O)c2cccc(Cl)c2)CCN1C(=O)Cc1cccs1 (stereo not given)
    4	-2
COc1ccc(N(CC(=O)NC2CCS(=O)(=O)C2)S(=O)(=O)c2cc(C)ccc2C)cc1 (stereo not given)
    -6	-5
O=C(NNC(=O)c1ccc(Cl)nc1)c1ccncc1
    4	1
C=CCOc1ccc(C[C@H](N)C(=O)NC[C@H]2O[C@@H](n3cc(C)c(=O)[nH]c3=O)C[C@@H]2O)cc1
    -4	1
COc1ccc2c(c1)C=C([C@@H]1C[C@H]3CN(c4ccccc4)C(=O)[C@]34CCCN14)CO2
    -3	-10
CCOc1ccc(S(=O)(=O)N2CCC(C(=O)NCC3CCCO3)CC2)cc1 (stereo not given)
    3	5
O=C(NNS(=O)(=O)c1ccccc1)c1ccc([N+](=O)[O-])cc1
    4	-1
COc1ccc(C(=O)NCCc2nnc(SCC(=O)Nc3ccccc3)n2C)cc1
    -4	5
Cc1nn(Cc2ccc(C(=O)N3CCN(C(=O)c4ccco4)CC3)o2)c(C)c1[N+](=O)[O-]
    16	-10
O=C(ON=C1CCN(S(=O)(=O)c2ccccc2)CC1)c1ccccc1
    2	-5
COc1cccc(OCCNCc2ccccc2)c1
    13	-9

Pulled by structure from above:
Results follow in this order: TAG inh	TAG inh DAPI viability
O=C(COc1cccc(C(F)(F)F)c1)NNC(=O)c1ccc(=O)[nH]c1
    -15	1
O=C(NNC(=O)c1ccc(Cl)nc1)c1ccncc1
    4	1

Next results.
Results follow in this order: TAG inh	TAG inh DAPI viability
Cn1c(N)c(C(=O)COC(=O)Cc2ccccc2F)c(=O)n(C)c1=O
    3	-2
CCn1c(SCC(=O)NC2CC2)nnc1-c1cccs1
    -1	0
O=C(N/N=C/C=C/c1ccccc1)NC1CCCCC1
    20	-8
COc1ccc(C=C2SC(=O)NC2=O)cc1OC
    8	-3
COc1cc(C=NO)nc(-c2ccccn2)c1
    6	-22
NC(=S)N/N=C/c1cn(-c2ccccc2)nc1-c1cccnc1
    10	-8
CCC(C)NCCCCOc1ccc(Cl)cc1C (stereo not given)
    1	37
CCCN(CC(=O)Nc1cc(Cl)ccc1Cl)C(=O)/C=C/c1cc(OC)ccc1OC
    34	29
Cc1cc(/C([O-])=C(/C(=S)Nc2ccc(F)cc2)[n+]2ccccc2)c(C)n1Cc1ccccc1Cl
    -5	13
COc1cc(C(=O)NCC2CCCO2)ccc1OCc1ccc(Cl)cc1Cl (stereo not given)
    2	3
CC(NS(=O)(=O)c1ccccc1)C(=O)NCCc1ccccn1 (stereo not given)
    10	-16
Fc1ccc2nc(Nc3ccccc3)sc2c1
    0	-2
Nc1ncnc2c1ccn2[C@H]1CN(Cc2ccc3c(c2)OCO3)C[C@@H](COC(=O)c2ccccc2)O1
    -7	5
COc1ccccc1C(=O)Nc1ccc(N2CCCCC2)cc1
    -16	0
Cn1nc(C(=O)OCc2ccc(F)cc2)c2ccccc2c1=O
    -19	7

(list continues)
Results follow in this order: TAG inh	TAG inh DAPI viability
CCNC(=O)C1CCCN(C(=O)c2cccs2)CC1 (stereo not given)
    1	-7
O=C(c1ccccc1)c1ccc(N2CCOCC2)cc1
    15	-28
Cc1csc(N(C(=O)c2ccc(S(=O)(=O)N(C)C)cc2)c2ccccc2)n1
    -20	16
CCCC(=O)c1c[nH]c(C(=O)NCc2ccco2)c1
    7	-3
O=c1[nH]c2ccc(S(=O)(=O)NCc3ccccn3)cc2s1
    6	7
COc1cc(NC(=O)CSc2nnc3ccccn23)cc(OC)c1OC
    -2	3
COc1cccc(CC(=O)Nc2ccc(S(=O)(=O)N3CCOCC3)cc2)c1
    -4	3
CCN(C(=O)c1c(C)cc(=O)oc1C)c1ccc2c(c1)OCO2
    16	7
O=C(NCc1ccco1)C(c1ccccc1)N(C(=O)Cc1cccs1)c1cccnc1 (stereo not given)
    9	-13
O=C1Nc2ccccc2/C1=C/c1cnc(-c2ccccc2)[nH]1
    -9	-2
NC(=O)c1nsc(C(=O)N(CC(=O)NCc2ccc(F)cc2)Cc2ccco2)c1N
    -6	4
O=C(NCCc1ccco1)C(=O)NCC1OCCCN1S(=O)(=O)c1ccc(F)cc1 (stereo not given)
    6	-3
CCOC(=O)Nc1ccc2c(c1)Cc1cc([N+](=O)[O-])ccc1-2
    -22	0
COc1cccc(/C=N/n2c(=S)n(C)c3cc(C)c(C)cc32)c1OC
    11	1
O=C(O)CCCN=C1CCCc2ccccc2N1
    6	-6

(more compounds)
Results follow in this order: TAG inh	TAG inh DAPI viability
N#CC(C(N)=O)=C1CCC2(CC1)OCCCCO2
    -11	6
COc1ccc(-c2nnc(SCC(=O)N(C)C3CCS(=O)(=O)C3)n2N)cc1OC (stereo not given)
    -9	-6
Cc1cccc(C(=O)O/N=C/c2c(Cl)n(C)c3ccccc23)c1
    -14	9
COc1ccc(OC)c(C2/C(=C(\O)c3ccc(OC)c(Cl)c3)C(=O)C(=O)N2CCN(C)C)c1 (stereo not given)
    -3	10
C[C@H](CO)N1C[C@H](C)[C@@H](CN(C)CC2CCCCC2)Oc2c(NS(=O)(=O)c3ccc(F)cc3)cccc2C1=O
    -13	-4
CCCCn1c(N)c(N(CC(C)C)C(=O)C2CCN(S(=O)(=O)c3ccc(C)c(C)c3)CC2)c(=O)[nH]c1=O
    6	-8
O=C(CN1CCN(S(=O)(=O)c2ccccc2)CC1)Nc1ccc(Cl)c([N+](=O)[O-])c1
    -2	-2
COc1ccc(NC(=O)COC(=O)c2cccc(S(=O)(=O)N3CCCCC3)c2)c(OC)c1
    5	-6
Cc1c(N=C2N=C(NC(=O)c3cccs3)c3ccccc32)c(=O)n(-c2ccccc2)n1C
    -6	-5
CN1CCS/C1=C/C=C1/SC(=S)N(Cc2ccccc2)C1=O
    -26	8
O=S(=O)(Nc1cccc2ncccc12)c1cccc(C(F)(F)F)c1
    4	-1
CC(=O)NCCc1ccc(S(=O)(=O)N2CCOCC2)cc1
    1	7
CCCc1cc(C(=O)Nc2cccnc2)no1
    2	8
COc1ccc(/C=N/NC(=O)c2ccc(N)cc2)cc1Cn1cc([N+](=O)[O-])cn1
    3	-9
Cc1nc(N)nc(N)c1/C=C/C(C)(C)c1ccc(Cl)cc1
    0	-3

7 consecutive records already listed, for reference:
Results follow in this order: TAG inh	TAG inh DAPI viability
N#CC(C(N)=O)=C1CCC2(CC1)OCCCCO2
    -11	6
COc1ccc(-c2nnc(SCC(=O)N(C)C3CCS(=O)(=O)C3)n2N)cc1OC (stereo not given)
    -9	-6
Cc1cccc(C(=O)O/N=C/c2c(Cl)n(C)c3ccccc23)c1
    -14	9
COc1ccc(OC)c(C2/C(=C(\O)c3ccc(OC)c(Cl)c3)C(=O)C(=O)N2CCN(C)C)c1 (stereo not given)
    -3	10
C[C@H](CO)N1C[C@H](C)[C@@H](CN(C)CC2CCCCC2)Oc2c(NS(=O)(=O)c3ccc(F)cc3)cccc2C1=O
    -13	-4
CCCCn1c(N)c(N(CC(C)C)C(=O)C2CCN(S(=O)(=O)c3ccc(C)c(C)c3)CC2)c(=O)[nH]c1=O
    6	-8
O=C(CN1CCN(S(=O)(=O)c2ccccc2)CC1)Nc1ccc(Cl)c([N+](=O)[O-])c1
    -2	-2

Later entries:
Results follow in this order: TAG inh	TAG inh DAPI viability
CC(C)c1nc2n[nH]c(N)c2c2c1CCCC2
    -32	20
O=C(c1ccc(NS(=O)(=O)c2ccc(F)cc2)cc1)N1CCOCC1
    11	6
CC(=O)Nc1ccc(CCCCc2ccc(NC(C)=O)cc2)cc1
    -8	1
COC(=O)c1ccc(OCC(=O)NC(C)(C)C)cc1
    7	-10
O=C(NCC(=O)N1CCN(Cc2ccccc2)CC1)c1cccs1
    -24	0
COCCNc1nc(NCCCN2CCCC2=O)c2sccc2n1
    -2	5
CCCNc1nc(C)cc(-c2cc(C(=O)NCc3ccccc3)on2)n1
    13	2
Cc1nn(C)c(Oc2ccccc2)c1CCNS(=O)(=O)c1ccc(F)cc1
    -7	-2
Cc1ccc(S(=O)(=O)CCC(=O)OCC(=O)NC(=O)c2ccccc2)cc1
    18	-7
CC(=O)Nc1nnc(C)s1
    -6	-3
CC1CCN(c2c(NCc3ccc(C(=O)NCCc4ccc(Cl)cc4)cc3)c(=O)c2=O)CC1
    0	2
Cc1nnc(SCC(=O)N(C2CCCCC2)C2CCS(=O)(=O)C2)n1C (stereo not given)
    2	2
O=C(O)c1cc(S(=O)(=O)N2CCCCC2)ccc1N1CCCC1
    -1	1
O=C(CN1CCN(S(=O)(=O)c2ccccc2[N+](=O)[O-])CC1)NC(=O)NCc1ccco1
    9	3
CC(=O)N1CCCN(Cc2nc(C3(c4ccc(C)cc4)CCCC3)no2)CC1
    -5	-9
COc1ccccc1NC(=O)C1=C(C)Nc2nc(CCCO)nn2C1c1ccc2c(c1)OCO2 (stereo not given)
    12	-5
Cn1c(C=O)c(-c2ccc3c(c2)OCCO3)c2ccccc21
    -44	-1

Screening results deposited in PubChem by Sanford-Burnham Center for Chemical Genomics.
